# MPTP inh: inhibitors of mitochondrial permeability transition pore | inhibition, % at 10 µM | isolated mouse mitochondria, Ca2+ swelling absorbance, 30 min | 360,000 tested, 1.4% active;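 active = inhibition of 50% or more, scaled per plate between neutral and stimulator controls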;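 also: 0% = DMSO wells given calcium and 100% = 1 mM EGTA wells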
# APJ antagonist: blocks the human apelin receptor APJ. CHO-K1 APJ beta-arrestin complementation, luminescence. inhibition, % at 20 µM. 330,000 tested, 0.32% active. AID 2521;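 active = inhibition above about 40% at 20 µM, limit read from the data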;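 also: cells challenged with 10 nM apelin-13 agonist together with compound; plate controls were apelin-13 plus DMSO wells for no effect and DMSO wells lacking apelin-13 for full effect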
# Target sequence (P35414 whole entry, looked up): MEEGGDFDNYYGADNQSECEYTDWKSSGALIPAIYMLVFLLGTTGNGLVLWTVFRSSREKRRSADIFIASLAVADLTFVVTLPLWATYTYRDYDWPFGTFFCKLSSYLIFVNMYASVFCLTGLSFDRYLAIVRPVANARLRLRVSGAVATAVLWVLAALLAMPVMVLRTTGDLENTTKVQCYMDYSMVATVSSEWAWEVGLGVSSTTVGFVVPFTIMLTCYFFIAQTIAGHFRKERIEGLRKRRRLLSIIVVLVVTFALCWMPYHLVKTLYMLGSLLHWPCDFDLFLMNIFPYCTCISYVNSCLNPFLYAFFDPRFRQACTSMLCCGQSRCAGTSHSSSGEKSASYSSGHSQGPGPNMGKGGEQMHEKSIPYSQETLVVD
# NALP3 yeast inh: NALP3 inhibition in yeast; inhibition, % at 10 µM; Yeast reconstituted NLRP3/ASC/caspase-1, beta-gal luminescence, 24 h; 330,000 tested, 0.39% active;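 active = inhibition of 50% or more; inactive = inhibition below 50%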;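 also: plate controls were induced DMSO wells for no effect and uninduced yeast grown without galactose for full effect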
# APJ ag: APJ receptor agonism. AID 2520. activation, % at 20 µM. 330,000 tested, 0.11% active. CHO-K1 APJ PathHunter beta-arrestin, luminescence; 0% DMSO wells, 100% apelin;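 active = activation more than six SD over the plate average, tested at 20 µM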;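 also: 0% = DMSO alone and 100% = apelin-13 at 10 nM; some results filed as inactive read as strong as hits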
#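 Material: engineered CHO-K1 APJ arrestin reporter cells; amount: 1000 CHO-K1 reporter cells seeded per well; incubation: compound stimulation 90 min at 25 °C, detection 60 min; signal: luminescent beta-gal fragment complementation, chemiluminescent substrate; read-out basis: APJ agonist activity; controls: DMSO-only wells as negative, 10 nM Apelin-13 as positive control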
# beta cell repl: inducers of beta-cell replication in MIN6 cells; MIN6 cells proliferation, ATPlite luminescence, 48 h; cells starved in 0.2% serum; 100% = growth in 10% serum; 330,000 tested, 0.29% active; proliferation, % at 10 µM;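 active = compounds whose signal lies at least 3.5 SD above the mean of all wells on their plate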;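 also: 0% = DMSO-treated cells in low-serum medium and 100% = 10% serum control; some compounds called inactive have numbers as strong as hits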
# tim23-1 inh: tim23-1 yeast growth inhibition; S. cerevisiae tim23-1 growth, BacTiter-Glo luminescence, 24 h; inhibition, % at 20 µM; 330,000 tested, 1.3% active;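 active = growth inhibition of the mutant yeast at or above 50%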;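 also: temperature-sensitive mutant grown at 25 °C; plate controls were DMSO-treated mutant yeast for no effect and medium wells lacking yeast for full effect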
# tim10-1 inh: growth inhibitors of tim10-1 mutant yeast; 330,000 tested, 2.2% active; inhibition, % at 20 µM; S. cerevisiae tim10-1 ts strain growth, BacTiter-Glo, 24 h;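 active = inhibition of at least 40%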;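 also: mutant grown at 25 °C; 0% = DMSO wells with yeast and 100% = wells holding no yeast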
# TIM10 inh: TIM10 yeast growth inhibition | inhibition, % at 10 µM | 330,000 tested, 1.4% active | S. cerevisiae TIM10 strain growth, BacTiter-Glo luminescence, 24 h;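 active = inhibition of 40% or more at the single tested concentration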;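 also: wild-type TIM10 isogenic control strain grown at permissive 25 °C; 0% = DMSO yeast wells and 100% = minimal medium wells without yeast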
# NR3A LBD binder: NR3A (human) ligand-binding domain modulation | NR3A LBD differential scanning fluorimetry, Tm shift; 0% = protein alone, 100% = glycine-bound protein | Tm shift relative to glycine control, % at 25 µM | 340,000 tested, 2.5% active;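 active = melting temperature shift of at least 10% of the positive control shift, at one fixed dose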
# Numbers without * were called inactive; nt = not tested or not shown.
SMILES	MPTP inh	APJ antagonist	NALP3 yeast inh	APJ ag	beta cell repl	tim23-1 inh	tim10-1 inh	TIM10 inh	NR3A LBD binder
O=C(c1cc2cc(Cl)ccc2o1)N1CCCC1	0.0	-5	49	-4	-2	17	-18	-19	1
O=C(COC(=O)CCC(=O)c1cccs1)Nc1ncc(Cl)cc1Cl	-1.0	6	-5	-2	1	15	15	7	-1
CSc1ncc(CN2CCN(CC=C(C)C)C(CCO)C2)cn1 (stereo not drawn)	3.1	2	-5	0	-1	8	8	-13	-19
COc1ccc(CCNC(=O)c2cc3c(=O)n4cccc(C)c4nc3n(Cc3ccco3)c2=N)cc1OC	-1.8	-1	-10	2	-8	15	8	3	-1
Cc1c(C(=O)N2CC3(CC(c4cccc(NC(=O)[C@H]5CCC(=O)N5)c4)=NO3)C[C@@H]2C(N)=O)cc([N+](=O)[O-])cc1[N+](=O)[O-] (stereo partly drawn)	-1.1	-109	4	16	-4	8	9	3	-3
CCCCc1nnc2c(N(C)S(=O)(=O)c3ccccc3)nc3ccccc3n12	1.2	15	3	1	2	11	7	-4	1
N#CC1=C(N)Oc2cc(N)ccc2C1c1ccccc1Cl (stereo not drawn)	1.6	-6	-10	-2	-3	11	16	11	-1
Cc1ccc(-c2nn(Cc3ccccc3)cc2C(=O)NCC2CCCO2)cc1 (stereo not drawn)	-1.0	20	7	1	0	13	0	17	0
Cc1ccc(-n2nc3c(=O)n(C(C)C(=O)NCc4ccc(Cl)cc4)nc(C)c3c2C)cc1 (stereo not drawn)	-1.2	17	18	-3	-6	8	18	-1	-2
Cc1ccc(-c2nn(-c3ccccc3)cc2C(N)=O)o1	2.5	1	26	-3	-3	-13	0	17	-23
COc1ccc(OC)c(NC(=O)CSc2nnnn2-c2ccccc2F)c1	-7.9	11	-13	-4	0	-5	-3	-6	0
O=C(NC(=S)N(CC1CCC1)CC1CCCO1)c1cccc([N+](=O)[O-])c1 (stereo not drawn)	1.6	14	20	-3	-1	34	28	17	-1
CCOc1ccccc1NC(=O)C(NCCN(C)C)c1ccccc1 (stereo not drawn)	0.3	-3	-8	-4	-2	-4	8	-2	1
COCCCn1nnnc1SCC(=O)N1CCN(C(=O)c2ccco2)CC1	-1.5	-4	6	-3	2	3	13	-2	-1
COc1cc(S(=O)(=O)NCc2ccccc2)ccc1F	0.9	-15	25	-1	0	18	11	-4	0
Cn1c(SCC#N)nnc1-c1ccc2c(c1)OCO2	0.6	-4	-1	0	-3	-1	11	-9	1
Cc1ccc(-c2nn(C)c(=O)c3ccccc23)cc1CNC(=O)/C=C/c1ccccc1	5.6	13	5	5	-4	27	26	20	-7
CCN(CC)S(=O)(=O)c1ccc(OC(C)C)c(NC(=O)C2=COCCO2)c1	-1.0	12	21	5	16*	29	21	1	-2
O=S(=O)(NC1=NCCCCC1)c1ccc(F)cc1	0.6	-19	3	1	-5	3	-4	-25	1
O=C(O)C1CCC(=O)N1Cc1ccc(F)cc1 (stereo not drawn)	-1.0	5	12	-4	0	0	-2	-5	2
C=CCSC1=NNC(c2ccc(C(C)(C)C)cc2)=NN1	1.5	5	17	1	0	23	11	14	-1
Cc1c(N=C/C=C/c2ccccc2)cnn1C	-1.7	14	3	-6	-3	19	17	0	2
CC(C)(C)OC(=O)C[C@@H]1C/C=C\C[C@@H](CC(=O)N[C@H](CO)Cc2ccccc2)C(=O)N2CCC[C@H]2COC1=O	-0.7	-13	16	-2	-4	6	4	0	1
COc1cccc(NC(=O)CCC2CCN(C(=O)C3CC=CCC3)CC2)c1 (stereo not drawn)	-0.6	10	10	-1	-3	12	11	9	0
CC(C)C[C@H]1CN=C(Nc2ccccc2)N1CCCC1CCCC1	1.8	4	25	2	-8	9	8	5	-1
CCCCn1c(N)c(N(CC(C)C)C(=O)c2cc(C)nc3ccccc23)c(=O)[nH]c1=O	0.5	16	8	-1	1	2	17	7	2
C[C@@H](C(=O)Nc1ccc2c(c1)OCCO2)n1nnc2ccccc2c1=O	4.5	3	-6	-3	-2	7	19	4	-1
COCCn1cnc2c1c(=O)[nH]c(=O)n2Cc1ccccc1	-0.2	4	13	-1	1	1	5	3	-3
C=CCC(C(=O)OC)(C(=O)OC)c1ccccc1[N+](=O)[O-]	-0.4	-7	4	-2	0	-7	16	11	0
CC(=O)c1cccc(NC(=O)CC2S/C(=N/N=C/c3ccccc3)NC2=O)c1 (stereo not drawn)	0.7	13	0	-4	-1	-15	14	-12	-8

# Later entries.
SMILES	MPTP inh	APJ antagonist	NALP3 yeast inh	APJ ag	beta cell repl	tim23-1 inh	tim10-1 inh	TIM10 inh	NR3A LBD binder
O=C(CNC(=O)Cn1ccc2ccccc2c1=O)NCCCN1CCCCCC1	1.2	-5	1	0	0	-3	6	2	0
Cc1ccc(NC(=O)CC2S/C(=N/N=C3/NC(=O)CS3)NC2=O)cc1 (stereo not drawn)	0.6	18	0	-4	-2	-12	20	1	1
CCc1c(C)nc2c(-c3ccccc3)c(C)[nH]n2c1=O	1.5	-21	1	2	2	0	-14	0	-2
CCOc1ccc(-n2nc3ccc(NC(=O)c4ccc5c(c4)OCCO5)cc3n2)cc1	3.0	-22	-2	6	-2	5	-26	-14	19*
Cc1ccc(NC(=O)CSc2nnc(-c3cc(C)on3)o2)cc1	0.4	0	24	1	-3	-7	0	1	0
CCOC(=O)c1ccc(COC(=O)CNC(=O)CNC(=O)c2ccc(OC)cc2)o1	0.5	6	15	0	-3	4	-8	-5	0
O=C(NC(=S)N1CCCCC1c1cccnc1)c1ccccc1 (stereo not drawn)	-1.5	12	-2	-3	3	22	12	2	0
COc1ccc(-n2nnnc2SCC(=O)Nc2nnn(C)n2)cc1	-1.5	3	14	1	-2	8	12	-8	-13
O=C1c2ccccc2C(Nc2ccc(F)cc2F)N1CCN1CCOCC1 (stereo not drawn)	0.4	9	6	-2	-5	-49	-21	-38	1
CC(=O)OCC1OC(c2ccccc2)C(OC(C)=O)C(OC(C)=O)C1OC(C)=O (stereo not drawn)	20	-6	14	-3	-3	25	18	4	0
O=[N+]([O-])c1cccc(C2Nc3cccc4cccc(c34)N2)c1	5.3	-9	-2	2	-4	25	18	24	3
Cc1ccc2cc(/C=N/NC(=O)c3ccc(F)cc3)c(Cl)nc2c1	-1.0	-13	0	1	3	-7	-1	-5	1
CN(C)CCCn1c(NCc2ccc3c(c2)OCO3)nc2ccccc21	-0.7	-3	18	-4	-1	-8	-9	-9	-3
O=C(Nc1cccc2ccccc12)N1CCN(c2ccc(F)cc2)CC1	4.7	-9	-11	-1	1	-5	-1	-7	1
COC(=O)C1=C(C)N(Cc2ccc(OC)c(OC)c2)C(=O)C1	0.9	18	8	-1	0	-5	-4	-6	1
Cc1nc(NC(=O)c2cccc(Cl)c2)sc1-c1csc(Nc2cccc(Cl)c2)n1	nt	-44	24	-3	-8	2	-8	-4	nt
N#CCSc1nc2ccccc2c(=O)n1CCCC(=O)NCc1ccco1	-0.7	2	8	-3	2	22	4	4	-1
CCOc1ccc(CCNC(=O)Cc2ccc(NC3=NC4CS(=O)(=O)CC4S3)cc2)cc1OCC (stereo not drawn)	0.9	6	10	1	7	-4	1	-7	0
Cc1cc(C)n2nc(C(=O)N/N=C/C=C/c3ccccc3)nc2n1	0.4	3	8	4	2	2	-4	2	2
C/C(=N\NC(N)=S)c1cccnc1	2.1	-4	-14	0	0	17	30	10	1
COc1cc(CNCCCN2CCOCC2)c(Br)cc1OC(C)C	0.3	-4	-10	-5	1	-6	-2	-5	-1
CC(=O)c1c(C)cc(C)c(CSc2nc(C)cc(=O)[nH]2)c1C	0.0	4	22	8	-4	13	0	-7	3
CCN1C(=O)[C@@H]2[C@@H](c3ccc(-c4ccc(F)cc4)cc3)N3CCCC[C@@]3(C(=O)OC)[C@@H]2C1=O	2.6	6	19	-1	-7	20	6	-1	-1
O=C(NCC1CCCO1)/C(=C\c1cccs1)NC(=O)c1ccccc1 (stereo not drawn)	-1.8	5	6	-3	1	1	11	12	-1
Cc1ccc2cc(S(=O)(=O)NCCC(=O)O)ccc2c1	-0.7	2	16	0	0	22	4	0	0
COc1ccc(N=C2CCCN2CC(N)=O)cc1	-1.3	15	26	-2	1	-1	-10	-14	1
O=C1C=C(c2cccs2)CC(c2cccs2)C1n1cnc([N+](=O)[O-])c1 (stereo not drawn)	-2.0	6	24	-2	-3	15	15	-4	0
CCOc1ccc(C(=O)Nc2ccccc2-c2ccccc2)cc1Cl	4.8	-4	1	-2	-5	18	14	16	-4
Cc1c(C(=O)N(CCO)Cc2ccccc2)oc2c(F)cccc12	0.2	5	23	0	-2	22	13	-8	1
CCOC(=O)N1CCN(Cc2nc(CC3CC3)no2)CC1	-0.5	3	-9	0	2	9	-4	-12	0

# Sorted by length of the SMILES (ascending): three of the compounds above
SMILES	MPTP inh	APJ antagonist	NALP3 yeast inh	APJ ag	beta cell repl	tim23-1 inh	tim10-1 inh	TIM10 inh	NR3A LBD binder
CCOC(=O)N1CCN(Cc2nc(CC3CC3)no2)CC1	-0.5	3	-9	0	2	9	-4	-12	0
Cc1c(C(=O)N(CCO)Cc2ccccc2)oc2c(F)cccc12	0.2	5	23	0	-2	22	13	-8	1
Cc1ccc(NC(=O)CC2S/C(=N/N=C3/NC(=O)CS3)NC2=O)cc1 (stereo not drawn)	0.6	18	0	-4	-2	-12	20	1	1

# More results
SMILES	MPTP inh	APJ antagonist	NALP3 yeast inh	APJ ag	beta cell repl	tim23-1 inh	tim10-1 inh	TIM10 inh	NR3A LBD binder
COC(=O)CCN1CCc2cc(N=Nc3ccc([N+](=O)[O-])cc3)ccc21	18	30	2	5	-3	18	20	-13	3
Cc1c(C(=O)NCCc2ccccc2)oc2ccccc12	-1.2	0	4	-3	0	23	-27	12	0
CN(c1ccc(C(=O)NCCSCc2ccco2)cc1)S(C)(=O)=O	-0.8	-4	5	0	-2	-1	0	-12	-1
COc1cc2nc(NC(=O)c3ccc(F)cc3Cl)sc(=O)c2cc1OC	-0.6	6	26	-3	-5	8	-1	20	0
COc1ccc(C(=O)CSc2nccn2C)cc1	-0.1	9	9	0	-2	8	-4	14	-2
COc1ccc([C@H]2CC(=O)C=C(c3ccc(Oc4ccccc4)cc3)C2)cc1OC	3.9	6	8	-1	-5	20	11	9	1
NNC(=O)c1ccc2nc(-c3ccc(Br)cc3)cn2c1	-1.6	-38	53*	11	-5	-52	-48	40*	-1
CN(C)c1ncc(S(=O)(=O)c2ccccc2)c(-c2ccccc2Cl)n1	2.5	-9	-11	-2	-3	16	25	10	-2
O=S(=O)(Nc1nc2ccccc2s1)c1ccc(Br)s1	41	-9	-7	4	0	19	25	11	7
COc1ccc2c(c1)c1nnc(SCC(=O)NC3CC3)nc1n2C	-0.3	-5	4	-5	1	17	-18	-1	-1
CCOc1ccc(-c2nc(CN(Cc3ccccc3)C[C@@H]3CCC(=O)N3)c(C)o2)cc1	0.5	-7	16	-5	-3	37	21	21	-1
CC(C)(C)NC(=O)C(=O)NN=C1CCCCCCC1	-4.6	2	1	-2	-1	-2	-8	-14	2
Cc1ccc(S(=O)(=O)NN=C2CCC(C(C)(C)C)CC2)cc1[N+](=O)[O-] (stereo not drawn)	11	-4	1	-1	-5	7	-5	-12	-1
CC(=O)Nc1cccc(NC(=O)C(F)(F)F)c1	1.5	-3	5	-2	3	-6	5	6	-2
O=C1CC(N2CCN(c3ccc(F)cc3)CC2)C(=O)N1Cc1ccccc1 (stereo not drawn)	1.7	8	5	-1	3	23	10	2	-1

# High-throughput results deposited in PubChem BioAssay by Sanford-Burnham Center for Chemical Genomics.
